DT40 TDP1 no CPT: qHTS for Inhibitors of human tyrosyl-DNA phosphodiesterase 1 (TDP1): qHTS in cells in absence of CPT. DT40 Tdp1-/- hTDP1 cells, no CPT, ATP luminescence, 48 h. Potency, µM (highest dose often 46.2 µM), without a hit: top-dose activity change, negative = growth inhibition, most hits filed as inhibitors. actives 15% (n = 420,000); also: nearly all actives have a fitted effect of over 55% in size
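Chicken DT40 Tdp1-/- cells complemented with human TDP1, screened without camptothecin (DMSO vehicle only), 400 cells/well. Compounds pin-transferred, cells incubated at 37 °C for at least 48 hr. Growth read as ATP-dependent luminescence (CellTiter-Glo, 30 min at RT).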
N370S GC: inhibitors or activators of N370S glucocerebrosidase for Gaucher disease. N370S GC spleen homogenate, 4MU-glucoside fluorescence. actives 0.092% (n = 330,000). Potency, µM (doses to about 59.4 µM), for inactives: at the highest dose activity change, negative = inhibition, hits mostly inhibitors;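 also: 0% = full enzyme activity and -100% = no enzyme basal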
TDP1 block: blocks human tyrosyl-DNA phosphodiesterase 1. actives 0.28% (n = 350,000). AID 485290. recombinant TDP1, AlphaScreen DNA substrate cleavage. Potency, µM (series often up to 130 µM), for the others: at the top dose activity change, negative = inhibition, usual class: inhibitors. Q9NUW8; also: nearly all actives have a fitted effect of over 40% in size
Target sequence (Q9NUW8 whole entry, looked up): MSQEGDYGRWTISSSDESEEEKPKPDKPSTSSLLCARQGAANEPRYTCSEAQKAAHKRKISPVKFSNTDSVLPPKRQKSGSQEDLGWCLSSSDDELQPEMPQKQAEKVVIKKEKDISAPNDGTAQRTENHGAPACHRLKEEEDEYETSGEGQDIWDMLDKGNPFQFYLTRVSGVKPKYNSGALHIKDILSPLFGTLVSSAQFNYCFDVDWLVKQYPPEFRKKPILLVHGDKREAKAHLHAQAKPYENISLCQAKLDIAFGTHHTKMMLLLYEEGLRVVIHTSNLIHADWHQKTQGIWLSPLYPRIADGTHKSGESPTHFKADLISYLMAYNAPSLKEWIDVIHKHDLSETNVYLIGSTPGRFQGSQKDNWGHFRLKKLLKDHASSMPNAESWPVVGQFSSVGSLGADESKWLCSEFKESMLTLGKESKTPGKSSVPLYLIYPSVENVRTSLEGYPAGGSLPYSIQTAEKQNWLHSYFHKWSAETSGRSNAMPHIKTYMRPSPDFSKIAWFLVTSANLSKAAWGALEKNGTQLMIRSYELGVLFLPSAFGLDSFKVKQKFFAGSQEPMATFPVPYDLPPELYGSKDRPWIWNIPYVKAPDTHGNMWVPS
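Tdp1 1 nM final; 15 min RT w/ cpd; substrate 15 nM, 5 min; beads 10 ug/ml, 10 min; AlphaScreen read. Neg ctrl: no enzyme.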
* marks the source's active call; other numbers are inactive results; ? = inconclusive; . = not tested or not shown; [ ] = another dose, or the depositor's remark. Calls follow the shape of the dose curve; as a rule, active = well fitted curve in the direction sought with a large enough effect; inconclusive = small, poorly fitted or top-dose-only effect, or another doubt; inactive = no such curve, though single readings can be large; an effect the other way counts as inactive or inconclusive. Unless noted, % is scaled to controls: 0 for no effect and ±100 for the full control effect; potency is read from the fitted curve at half-maximal effect. A portion of the library; rates above refer to the full screens.

mol	DT40 TDP1 no CPT	N370S GC	TDP1 block
NC(=O)CN1CCN(c2ccccc2F)CC1	-13%	3%	3%
COc1ccc(OCc2ccc(C(=O)N3CCOCC3)cc2)cc1	-16%	0%	0%
Cc1cc(C)n(CCN(C)C(=O)c2cc(COc3c(F)cccc3F)on2)n1	-2%	-4%	.
Cc1ccc(CNC(=O)c2ccc3c(=O)n(CCCN4CCCC4=O)c(=S)[nH]c3c2)cc1	-1%	-2%	.
Cc1cccc(N2C(=O)SC(N(CC(=O)O)c3cccc(C)c3)C2=O)c1 (stereo not given)	-11%	5%	-2%
CC(Sc1ccccc1)C(=O)NN=C1CCCCCC1 (stereo not given)	-6%	-7%	6%
CC12CN3CCN(CC(C3)/C1=N/N=C/c1cccc([N+](=O)[O-])c1)C2	-3%	23%	-6%
CC(=O)OCC(NC(=O)C(Cc1ccccc1)NC(=O)OC(C)(C)C)C1OC(n2ccc(=O)[nH]c2=O)C(OC(C)=O)C1OC(C)=O (stereo not given)	.	0%	6%
CC(Nc1n[nH]c(=O)[nH]c1=O)C(=O)N/N=C/c1ccccc1 (stereo not given)	-1%	-3%	7%
COc1ccc(/C=C(/NC(=O)c2ccccc2)C(=O)NCCN2CCOCC2)cc1OC	8%	-4%	2%
COc1ccc(C2C(C(=O)/C=C/c3ccco3)=C(O)C(=O)N2CCN2CCOCC2)cc1OC (stereo not given)	?	-6%	2%
Cc1cc(N2CCCC2=O)ccc1S(=O)(=O)NCCOc1ccccc1	15µM*	-2%	-3%
O=C(CCC(=O)OCc1ccc(Cl)cc1)Nc1ccccc1	0%	8%	-4%
CN(C)Cc1ccccc1-c1nc(N(C)C)c2ccccc2n1	?	-6%	.
Cc1ccccc1NS(=O)(=O)c1ccc2[nH]cc(C(=O)N3CCCC3)c(=O)c2c1	9%	.	?
COc1ccc(Cl)cc1NC(=O)CSc1nccn1Cc1ccco1	?	.	9%
CCO[C@@H]1OC(C(N)=O)=C[C@H](c2ccc3c(c2)OCO3)[C@H]1CCCO	0%	-17%	0%
O=C(NCC(c1ccco1)N1CCc2ccccc21)c1ccccc1 (stereo not given)	?	1%	4%[0.505 µM]
CCNC(=O)N(C)C[C@H]1N[C@@](C)(C(=O)OC)[C@H]2C(=O)N(C)C(=O)[C@@H]12	-16%	.	1%
CC(C)(C)C(=O)OCC1OC(n2cnc(C(N)=O)n2)C(O)C1O (stereo not given)	?	0%	2%

Other structures:
mol	DT40 TDP1 no CPT	N370S GC	TDP1 block
CN(C(=O)c1cc2nc(-c3ccco3)cc(C(F)(F)F)n2n1)C1CCCCC1	?	3%	5%
O=C(NCc1ccccc1Cl)/C(=C\c1cccnc1)NC(=O)c1ccccc1	7%	0%	.
CC(=O)Nc1ccc(S(=O)(=O)NNC(=O)c2cccc(Cl)c2)cc1	-7%	0%	10%
CCC(=O)N1c2ccc(S(=O)(=O)CCC(=O)NCc3ccc4c(c3)OCO4)cc2CC1C (stereo not given)	?	9%	4%
COCC(=O)N(Cc1cc2ccc(C)cc2[nH]c1=O)c1cccc(C)c1	1%	3%	4%
S=C(NC1CCCCC1)N1CCOCC1	-15%	-5%	.
Cn1c2ccccc2n2c(=O)c(=O)n(CC(=O)c3ccc(Cl)cc3)nc12	1%	9%	3%
COC(=O)CCC(NC(=O)c1cc(-c2ccc3c(c2)OCCO3)oc1C)C(=O)OC (stereo not given)	-18%	4%	0%
O=C(Nc1ccc(S(=O)(=O)Nc2ncccn2)cc1)c1cccc(S(=O)(=O)N2CCOCC2)c1	?	-10%	2%
COc1ccc(NC(=O)CN2C(=O)NC3(CCCCCC3)C2=O)cc1Cl	?	.	0%
CC(=O)Nc1ccc(NC(=O)c2cnn(-c3ccccc3)c2C2CCN(C(=O)OC(C)(C)C)CC2)cc1	-22%	.	-2%
CCOC(=O)C1=C(C)N(c2ccc(OCC)cc2)C(=O)/C1=C\c1ccco1	?	6%	11%
NC(=O)Cn1nc([N+](=O)[O-])nc1Oc1ccc(Br)cc1	12%	6%	-1%
O=C(NCc1ccc(Cl)cc1)N1CCN(Cc2ccccc2)CC1	?	-4%	4%
CCCCC(O)(c1ccc(CC)cc1)C(CN1CCOCC1)c1ccccc1 (stereo not given)	?	?	.
C/C=C(\C)CN1CCC(n2nccc2NC(=O)c2ccc3c(c2)OCO3)CC1	-14%	0%	2%
Cc1c(S(=O)(=O)N2CCc3ccccc3C2)c(=O)n(C)c(=O)n1C	?	3%	5%
COc1cc(OC)cc(C(=O)NC(=S)Nc2nnn(C)n2)c1	-1%	-6%	.
Cc1cc(C(=O)NNC(=S)NC(=O)/C=C/c2ccccc2Cl)n[nH]1	?	0%	11%
N#Cc1ccccc1NC(=O)CSc1nnc(-c2ccc(F)cc2)n1-c1ccccc1	?	10%	1%

Reprinted at random: 2 records from the list, in no set order.
mol	DT40 TDP1 no CPT	N370S GC	TDP1 block
Cn1c2ccccc2n2c(=O)c(=O)n(CC(=O)c3ccc(Cl)cc3)nc12	1%	9%	3%
CCCCC(O)(c1ccc(CC)cc1)C(CN1CCOCC1)c1ccccc1 (stereo not given)	?	?	.

Carrying on.
mol	DT40 TDP1 no CPT	N370S GC	TDP1 block
Cc1noc(C)c1CSCC(=O)N(C)CC(=O)Nc1ccc(Cl)cc1	?	1%	2%
CCc1ccc(NC(=O)CSc2ccccn2)cc1	-4%	?	1%
CCN1CCN(S(=O)(=O)c2ccc(Cl)c(C(=O)N(C)Cc3ccc(F)cc3)c2)CC1	?	-2%	-10%
CCOC(=O)CS(=O)(=O)c1ccc(C(F)(F)F)cn1	3%	1%	6%
CC(C)(C)Nc1c([N+](=O)[O-])c(=O)sc2ccccc12	-17%	-5%	2%
O=c1[nH]c2cc3c(cc2cc1C(c1nnnn1C1CCCC1)N1CCCc2ccccc21)OCCO3 (stereo not given)	-13%	7%	11%
Cc1nc2c(c(C)nn2-c2ccccc2)c(C)c1CCC(=O)Nc1ccc(F)cc1	18µM*	.	-5%
Cc1ccc(OCc2cc(C(=O)N(C)CCc3ccccc3)no2)cc1C	-19%	-12%	50µM*
Cc1ccccc1-c1nc(S(=O)(=O)c2ccccc2)c(N2CCCC2)o1	?	.	1%
COc1ccc2c(c1OC)C(=O)N(c1cccc(/C=C/C(=O)O)c1)C2	4%	-12%	.
CCc1nnc(NC(=O)c2ccc3c(=O)n4c(nc3c2)CCCCC4)s1	1%	5%	.
C/C(=N\NC(=O)c1cc(C(C)C)[nH]n1)c1ccco1	11%	5%	-4%
O=C(COC(=O)CC1c2ccccc2CCN1S(=O)(=O)c1ccc(F)cc1)Nc1ccccc1 (stereo not given)	?	7%	1%
CCCc1nc2sc3c(c2c(=O)n1NC(=O)CCC(=O)O)CCCC3	-9%	13%	5%
CCOC(=O)CSC1=C(C#N)C(C)C2=C(CCCC2=O)N1 (stereo not given)	-10%	-4%	4%
CCOc1ccc(-c2csc(N)c2C(=O)OC)cc1	?	-2%	9%
COc1ccc(-c2nn(-c3ccccc3)cc2/C=N/n2cnnc2)cc1OC	-28%	-1%	2%
COc1ccc(CNC(=O)C2CCN(S(=O)(=O)c3ccc4c(c3)CC(C)N4C(=O)C3CC3)CC2)cc1 (stereo not given)	7%	-6%	1%
COc1cc(SC)ccc1C(=O)Nc1cccc(C)n1	5.8µM*	5%	-1%
CCCN(Cc1nnc(-c2ccccc2Cl)o1)C(=O)COc1ccc(Cl)cc1	?	.	-1%

Other entries:
mol	DT40 TDP1 no CPT	N370S GC	TDP1 block
Cc1nn(C)c(C)c1S(=O)(=O)N1CCC(C(=O)NCCC2=CCCCC2)CC1	?	1%	4%
COc1ccc(N2C(=O)CS/C2=N\C(=S)Nc2ccccc2)cc1	5.8µM*	-1%	0%
COc1cc(C#N)ccc1OCC(=O)N1CCc2ccccc2C1	-17%	-21%	2%
CCOC(=O)c1c(C)[nH]c(C(=O)COC(=O)CN2C(=O)C3CCCCC3C2=O)c1C (stereo not given)	-12%	8%	7%
Cc1cc(=O)n(Cc2ccc(F)cc2Cl)c2c1c(C)nn2-c1ccccc1	3%	.	3%
O/N=C/c1cn(-c2ccccc2)nc1-c1ccc2c(c1)OCCO2	-10%	6%	2%
CC(C)N(CCNC(=O)c1ccc(NC2=NC3CS(=O)(=O)CC3S2)cc1)Cc1ccco1 (stereo not given)	4%	-2%	.
Cc1cc(O)c(-c2n[nH]c3c2C(c2cccc(O)c2)N(Cc2cccnc2)C3=O)cc1Cl (stereo not given)	-28%	-22%	5%
O=C1CCCCC1S(=O)(=O)c1ccccc1 (stereo not given)	-5%	3%	-3%
Cn1c(C(=O)NCCc2ccccc2)cc2sc(Cl)cc21	-18%	.	2%
COc1ccc(NC(=O)c2c(NCc3cccs3)sc3c2CCCC3)c(OC)c1	16µM*	.	14%
OCCN=C1CCCc2c1[nH]c1ccc(Cl)cc21	-27%	4%	-2%
COC(=O)c1ccccc1-c1ccc(C(c2c(C)[nH][nH]c2=O)c2c(C)[nH][nH]c2=O)o1	21µM*	11%	-3%
CSCCC(NC(=O)COc1ccccc1)C(=O)NCCOc1ccccc1 (stereo not given)	?	.	0%
CCOc1ccc(Nc2ncnc3c2nnn3Cc2ccccc2)cc1	-25%	2%	.
CC(C)CCN1CCN(Cc2ccc(N3CCNC3=O)cc2)CC1CCO (stereo not given)	-11%	-7%	7%
O=c1cc(-c2ccc(Cl)cc2)oc(=O)[nH]1	-1%	1%	-1%
O=c1c2ccccc2n(Cc2ccc(F)cc2)c(=O)n1C1CCCC1	?	20%	2%
Cc1ccccc1NC(=O)c1ccno1	-3%	7%	.
O=C(CCc1ccccc1)Nc1ccc(N2CCOCC2)cc1	-8%	3%[2.35 µM]	-4%

More entries follow:
mol	DT40 TDP1 no CPT	N370S GC	TDP1 block
O=C(c1cc2ccc3cccnc3c2[nH]1)N1CCN(c2cccc(C(F)(F)F)c2)CC1	-26%	.	8%
COc1cc(-c2nnc(NC(=O)c3ccc(S(=O)(=O)N4CCOCC4)cc3)o2)cc(OC)c1OC	.	10%	4%
CCCCCCCCSc1nnc2[nH]c(=O)cc(N)n12	?	-6%	4%
CCSc1ccc2c(c1)N(CCCN1CCN(C)CC1)c1ccccc1S2	?	-15%	23%[21 µM]
CCn1c(SCC(=O)OCC(=O)N2c3ccccc3NC(=O)C2(C)C)nnc1-c1ccco1	-11%	-1%	2%
CCOc1ccc(NC(=O)Cn2nc(C(N)=O)c3ccccc3c2=O)cc1S(=O)(=O)N1CCCC1	3%	.	4%
COc1ccc(-c2oc3ccccc3c2C(=O)OCc2ccccc2OC)cc1	?	8%	.
O=C(CC(Nc1cccc(Cl)c1Cl)C(=O)O)c1ccccc1 (stereo not given)	12%	-1%	.
CC1CCC2(CC1)NC(=O)N(CC(=O)N1CCc3ccccc3C1)C2=O (stereo not given)	-8%	5%	3%
CCOC(=O)C1C(=O)NC(N2CCN(Cc3ccccc3)CC2)=NC1c1ccccc1 (stereo not given)	-6%	1%	-5%
Cc1ccc(CNC(=O)Cn2ccn(-c3ccc(F)c(F)c3)c(=O)c2=O)cc1	6%	.	-1%
CC(C(=O)N1CCN(c2ccc([N+](=O)[O-])cc2)CC1)N1C(=O)C2CC=CCC2C1=O (stereo not given)	?	-22%	3%
CCc1nnc(NC(=O)CSc2nnc(CNc3ccc(OC)cc3)n2CC)s1	12%	-1%	5%
C=CCn1c(SCC(=O)c2cc(C)n(CCOC)c2C)nc2sc(C)c(C)c2c1=O	?	23%	-10%

Part of the list above, showing only TDP1 block.
structure | TDP1 block
O=C(c1cc2ccc3cccnc3c2[nH]1)N1CCN(c2cccc(C(F)(F)F)c2)CC1 | 8%
COc1cc(-c2nnc(NC(=O)c3ccc(S(=O)(=O)N4CCOCC4)cc3)o2)cc(OC)c1OC | 4%
CCCCCCCCSc1nnc2[nH]c(=O)cc(N)n12 | 4%
CCSc1ccc2c(c1)N(CCCN1CCN(C)CC1)c1ccccc1S2 | 23%[21 µM]
CCn1c(SCC(=O)OCC(=O)N2c3ccccc3NC(=O)C2(C)C)nnc1-c1ccco1 | 2%
CCOc1ccc(NC(=O)Cn2nc(C(N)=O)c3ccccc3c2=O)cc1S(=O)(=O)N1CCCC1 | 4%

Assay outcomes (PubChem)
